Screening data: PubChem, National Center for Advancing Translational Sciences (NCATS)
FLuc counter: counter-screen for miR-21 project: firefly luciferase inhibitors or activators; P08659; purified FLuc, Km substrates, luminescence inhibition; Potency, µM (series often up to 57.5 µM), for the others: at the top dose activity change, negative = inhibition, usual class: inhibitors; 6.9% of 360,000 active;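 note: potency is the fitted concentration of half-maximal effect; plate controls were vehicle for no effect and reference inhibitor for full effect; nearly all actives have a fitted effect of over 55% in size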
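Biochemical qHTS of compounds, final roughly 60 µM downward over six points, against 10 nM purified firefly luciferase using Km concentrations of substrates (10 uM D-luciferin, 10 uM ATP) in Tris acetate pH 7.5 buffer; luminescence output.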
Menin-MLL TR inh: menin-MLL binding inhibition, Texas Red mutant peptide. Menin + Texas Red MLL mutant peptide, fluorescence polarization. Potency, µM (top dose mostly 61.6 µM), for inactives: at the top dose FP activity change, negative = inhibition, hits mostly inhibitors. 0.23% of 270,000 active. AID 1768; active = well fitted inhibition curve with a large enough effect in the polarisation, with a control signal flat, not every such curve was filed as active; inconclusive = small, poorly fitted or top-dose-only effect, or effect the other way, or a change in a side signal; inactive = no such curve, though single readings can be large or run the other way; the % refers to the polarisation; note: potency is the fitted concentration of half-maximal effect; % of control where 0% means no effect; many of its hits are not listed in these tables
RORgamma inh: ROR gamma (mouse) transcription inhibition; P51450; Drosophila S2 Gal4-RORgamma UAS-luciferase reporter, 20 h; Potency, µM (top dose mostly 53.6 µM), for inactives: at the highest dose activity change, negative = inhibition, actives largely listed as inhibitors; 5.4% of 310,000 active; AID 2551; note: potency is the fitted concentration of half-maximal effect; % is set by controls: 0 for no effect and ±100 for the full control effect; nearly all actives have a fitted effect of over 60% in size
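Drosophila Schneider cells stably carrying a metallothionein-driven Gal4 DBD–ROR gamma fusion and a UAS-Photinus luciferase reporter were exposed to compound for 1 hr, then induced with copper sulfate (700 uM final) for 20 hr at ambient temperature before luminescence reading.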
Rab9 promoter act: activates the Rab9 promoter | Huh7 Rab9 promoter-luciferase reporter, luminescence, 24 h | Potency, µM (doses to about 9.22 µM), for the others: at the highest dose activation, negative = inhibition, usual class: activators | 2.8% of 320,000 active | AID 485297; note: potency is the fitted concentration of half-maximal effect; % of control where 0% means no effect; nearly all actives have a fitted effect of over 60% in size
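Promoter activation is measured as luciferase luminescence in Huh7 cells stably transfected with a Rab9 promoter–luciferase construct, following 24 h compound exposure at 37 °C and 10 min reagent incubation at ambient temperature.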
NPC1 prom act: NPC1 promoter activation. AID 485313. Potency, µM (titrated, usually from 9.22 µM), inactives show at the top dose activation, usual class: activators. Huh7 NPC1 promoter luciferase reporter, 24 h. 2.4% of 320,000 active;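 note: potency is the fitted concentration of half-maximal effect; % of control where 0% means no effect; nearly all actives have a fitted effect of over 60% in size; reporter is driven by a mutant NPC1 promoter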
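Stably transfected Huh7 (NPC1 promoter→luciferase), 1500 cells/well in Opti-MEM + 10% FBS, 2 h settle, then compound 24 h at 37 °C. Luminescence after 10 min with Amplite reagent.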
MBNL1 CUG block: blocks human MBNL1 binding to CUG repeat RNA; Potency, µM (top dose mostly 57.5 µM), for the others: top-dose activity change, negative = inhibition, hits mostly inhibitors; 0.036% of 280,000 active; TR-FRET MBNL1-His/biotin-(CUG)12 binding, 665/545 ratio; active = well fitted inhibition curve with a large enough effect in the signal ratio, with a control signal flat, not every such curve was filed as active; inconclusive = small, poorly fitted or top-dose-only effect, or effect the other way, or a change in a side signal; inactive = no such curve, though single readings can be large or run the other way; the % refers to the signal ratio; note: potency is the fitted concentration of half-maximal effect; % is set by controls: 0 for no effect and ±100 for the full control effect
Target sequence (Q9NR56 whole entry, looked up): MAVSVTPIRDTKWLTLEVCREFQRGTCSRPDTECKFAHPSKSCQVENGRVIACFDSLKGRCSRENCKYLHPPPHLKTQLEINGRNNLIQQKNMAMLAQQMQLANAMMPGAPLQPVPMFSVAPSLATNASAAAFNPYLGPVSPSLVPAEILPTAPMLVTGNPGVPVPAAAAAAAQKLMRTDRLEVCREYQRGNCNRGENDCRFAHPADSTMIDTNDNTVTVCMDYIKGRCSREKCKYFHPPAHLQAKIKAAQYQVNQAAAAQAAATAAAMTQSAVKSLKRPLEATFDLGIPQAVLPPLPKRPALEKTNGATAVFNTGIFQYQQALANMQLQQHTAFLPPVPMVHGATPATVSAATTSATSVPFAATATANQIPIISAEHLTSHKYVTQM
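Compound titration spanned 92 nM–58 uM against the MBNL1-His/biotin-(CUG)12 complex. After 60 min at room temperature with 5 nM streptavidin-XL665 and 0.055 ng/ul terbium anti-His, ratiometric 665/545 nm emission (Ex 340 nm) normalized to controls.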
Gal4-VP16 FLuc: counter-screen for ROR gamma inhibitors: Gal4-VP16 reporter. Drosophila S2 Gal4-VP16 UAS-luciferase, luminescence, 20 h. Potency, µM (highest dose often 53.6 µM), inactives show at the highest dose activity, negative = inhibition, usual class: inhibitors. 3.5% of 310,000 active;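 note: Gal4-VP16 expression switched on by copper sulfate through the metallothionein promoter; potency is the fitted concentration of half-maximal effect; % is set by controls: 0 for no effect and ±100 for the full control effect; nearly all actives have a fitted effect of over 50% in size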
Mito fusion act: blocks mitochondrial division or promotes mitochondrial fusion; S. cerevisiae fusion-defective mutant growth rescue, CellTiterGlo 48 h; Potency, µM (titrated, usually from 46.1 µM), inactives show top-dose growth rescue (activation), most hits filed as activators; 0.23% of 320,000 active;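 note: potency is the fitted concentration of half-maximal effect; % of control where 0% means no effect; nearly all actives have a fitted effect of over 45% in size; temperature-sensitive fusion mutants such as fzo1-1 at 37 °C on non-fermentable ethanol glycerol medium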
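Luminescent cell viability in 1536-well qHTS format served as the measure of rescued growth in ts fusion-mutant S. cerevisiae cultured on non-fermentable YPEG for 48 hours at 37C.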
KCNH2 3.1 inh: KCNH2 3.1 (human) potassium channel inhibition | U2OS KCNH2 3.1, thallium flux FluxOr; stronger effect = lower value | activity change, % (tested at about 1.8 µM) | 0.95% of 340,000 active;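 active = maximum activity change below -70%; inconclusive = maximum activity change from -70% to -50%; inactive = maximum activity change above -50%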;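 note: thallium influx rate constant from kinetic fluorescence after stimulation buffer; % is set by controls: 0 for no effect and ±100 for the full control effect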
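Virally transduced U2OS (3.1 isoform, 4 h infection in dark at RT) → overnight 37 C → FluxOr + Red40 in HBSS/HEPES, 45 min → stimulation buffer, 2 min kinetic read → rate constant vs DMSO controls.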
ELG1 repair inh: blocks ELG1-dependent DNA repair in HEK293T cells | HEK293T ELG1-luciferase reporter, luminescence, 16 h; DNA damage induced by 5-fluorouridine | Potency, µM (top dose mostly 46.1 µM), for inactives: at the top dose activity change, negative = inhibition, most hits filed as inhibitors | 2.3% of 330,000 active | AID 504467; note: potency is the fitted concentration of half-maximal effect; % is set by controls: 0 for no effect and ±100 for the full control effect; nearly all actives have a fitted effect of over 55% in size
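Overnight (16 hr) co-exposure of 2,000 cells/well to 5-fluorouridine and compound at 37 °C preceded detection. Luciferase was quantified via ONE-Glo luminescence; loss of signal denotes inhibition.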
PKM2 act: activators of human pyruvate kinase M2 | P14618 | purified PKM2, Kinase-Glo ATP luminescence, activation; response scale: 0% is enzyme alone, no compound | Potency, µM (top dose mostly 57.5 µM), for inactives: at the top dose activation, actives largely listed as activators | 0.34% of 260,000 active; note: potency is the fitted concentration of half-maximal effect; % is set by controls: 0 for no effect and ±100 for the full control effect; nearly all actives have a fitted effect of over 55% in size
Target sequence (P14618 whole entry, looked up): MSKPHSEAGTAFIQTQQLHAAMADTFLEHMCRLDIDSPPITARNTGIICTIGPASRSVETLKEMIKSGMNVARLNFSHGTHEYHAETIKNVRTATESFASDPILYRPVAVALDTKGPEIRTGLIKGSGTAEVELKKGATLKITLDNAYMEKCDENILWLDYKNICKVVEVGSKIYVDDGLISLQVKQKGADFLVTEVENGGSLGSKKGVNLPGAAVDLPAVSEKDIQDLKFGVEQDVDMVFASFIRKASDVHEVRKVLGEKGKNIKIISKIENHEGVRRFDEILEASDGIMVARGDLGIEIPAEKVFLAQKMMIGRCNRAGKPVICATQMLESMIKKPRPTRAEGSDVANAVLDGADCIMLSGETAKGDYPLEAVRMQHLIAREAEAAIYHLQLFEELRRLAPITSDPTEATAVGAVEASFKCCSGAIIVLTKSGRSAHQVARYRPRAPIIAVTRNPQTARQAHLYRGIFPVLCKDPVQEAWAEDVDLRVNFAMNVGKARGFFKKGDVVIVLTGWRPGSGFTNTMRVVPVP
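hPK-M2, >95% pure; 0.1 mM ADP / 0.5 mM PEP final; imidazole pH7.2 buffer w/ 7 mM MgCl2, 50 mM KCl; 1 h RT; Kinase-Glo lum. Intermediate enzyme activity for dual inhibitor/activator qHTS.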
Numbers without * were called inactive; ? = inconclusive; · = not tested or not shown; [ ] = another dose, or the depositor's remark. Unless noted, calls come from the whole dose curve; as a rule, active = well fitted curve in the direction sought with a large enough effect; inconclusive = small, poorly fitted or top-dose-only effect, or another doubt; inactive = no such curve, though single readings can be large; an effect the other way counts as inactive or inconclusive. Only part of the results is shown; rates above refer to the full screens.

SMILES | FLuc counter | Menin-MLL TR inh | RORgamma inh | Rab9 promoter act | NPC1 prom act | MBNL1 CUG block | Gal4-VP16 FLuc | Mito fusion act | KCNH2 3.1 inh | ELG1 repair inh | PKM2 act
O=C1C=C(c2ccc(C(=O)O)cc2)C[C@@H](c2ccc3c(c2)OCO3)C1 | ? | · | · | 0% | ? | · | · | -3% | · | ? | ·
COCc1[nH]nc2c1C1(CCSCC1)C(C#N)=C(N)O2 | -1% | 17% | 6% | 0% | -3% | 1% | 6% | 0% | 20 | 21% | 6%
Cc1cccc(-n2ncc3c(NCc4ccc5c(c4)OCO5)ncnc32)c1 | -13% | ? | -33% | 16% | -2% | -1% | ? | 4% | -6 | 11% | 20%
Clc1ccc(N2CCN(Cc3ccco3)CC2)cc1 | -1% | 12% | 7% | -5% | 0% | -8% | 19% | 6% | · | 1% | -1%
CCN(CC)S(=O)(=O)c1ccc(-c2nnc(SCC(=O)c3ccc(OC)cc3)o2)cc1 | 0% | ? | 6% | 3% | -4% | -13% | -7% | -1% | -8 | ? | 0%
Cc1cc(-c2nnc(SCC(=O)Nc3ccc(F)cc3)n2N)n[nH]1 | 2% | · | -19% | 1% | -2% | 5% | -19% | 0% | -29 | 21% | ·
COc1ccc(-c2cc(C)no2)cc1S(=O)(=O)Nc1ccc(NC(C)=O)cc1 | 0% | · | 11% | -5% | -14% | -10% | 5% | -1% | -2 | -2% | ·
COc1ccc(S(=O)(=O)N(CCC(=O)O)Cc2ccccc2)cc1 | 4% | 0% | 5% | 2% | 3% | -4% | -6% | -1% | -5 | 4% | 7%
CCN(C1CCS(=O)(=O)C1)S(=O)(=O)c1cccc([N+](=O)[O-])c1 (stereo not given) | 0% | -17% | -23% | 0% | -2% | ? | -1% | -1% | 30 | 5% | 0%
O=C(NCCCCO)C(F)(F)C(F)(F)C(F)(F)C(=O)NCCCCO | 5% | 4% | -1% | -3% | -9% | 4% | 3% | -2% | -4 | -2% | -2%
Cc1ccc([N+](=O)[O-])c(OCCN2CCC(Cc3ccccc3)CC2)c1 | 3% | ? | 2% | 2% | -1% | 9% | -6% | 1% | -93* | 11% | 3%
Cc1nnc(N2CCCC(C(=O)NCc3ccccc3F)C2)c2nn(-c3ccccc3)c(C)c12 (stereo not given) | 1% | -23% | 0% | -4% | 0% | -4% | 0% | 2% | -8 | -1% | ·
COc1ccc(CCN=Cc2ccc(O)cc2)cc1OC | -1% | 6% | -2% | 1% | -4% | 2% | -2% | 2% | -6 | 4% | 0%
O=C(Cn1nc(C(=O)O)c2ccccc2c1=O)c1c[nH]c2ccccc12 | 15µM* | · | 31% | -1% | -7% | · | -1% | 1% | -24 | 3% | 0%
Cc1c(N=Cc2ccncc2)c(=O)n(-c2ccccc2)n1C | 0% | 11% | -24% | -3% | -2% | ? | -7% | -4% | -3 | 12% | -1%
N/C(=N\OC(=O)c1cc(Br)ccc1Cl)c1cccnc1 | 21µM* | ? | 0% | ? | ? | 1% | -9% | 3% | 0 | ? | 1%
CC(NC(=O)c1ccco1)C(=O)N1CCN(C(c2ccccc2)c2ccccc2)CC1 (stereo not given) | 2% | · | 2% | 0% | 0% | -8% | -1% | -1% | -2 | ? | 1%
Cc1ccc(OC(=O)Nc2ccccc2)cc1 | ? | -10% | -9% | 3% | -2% | -6% | -4% | 4% | -6 | ? | -10%
CCN(CC)S(=O)(=O)c1cccc(C(=O)N2CCCc3ccccc32)c1 | ? | -5% | 19% | 8% | -7% | 11% | 5% | 2% | 2 | 0% | -14%[11.5 µM]
COCCN(C(=O)CCC(=O)Nc1ccccn1)C(C(=O)NC1CCCC1)c1ccc(OC)cc1 (stereo not given) | -1% | -7% | 45% | -2% | -3% | 6% | 0% | -4% | 2 | 0% | 3%
Cc1nn(Cc2ccccc2)c(Cl)c1/C=N/NC(=O)CNc1cccc(C(F)(F)F)c1 | 2% | 3% | -17% | 2% | -3% | · | ? | 0% | -7 | ? | 16%
CCCC(=O)NC(c1ccc(OCC)cc1)c1ccc(OC)c(OC)c1 (stereo not given) | -2% | · | 30% | 1% | -2% | -18% | 2% | -7% | 6 | ? | -3%
CCCCNC1=NCCS1 | 0% | -5% | -9% | 2% | -1% | 4% | 5% | -5% | 5 | -7% | -10%
CN(C)c1ccc(C(=S)N2CCN(c3ccccc3)CC2)cc1 | ? | -2% | ? | 15% | 2% | 6% | 2% | 7% | -14 | ? | -3%
CCOC(=O)C1(CCOc2ccccc2)CCN(Cc2cccc(OCCO)c2)CC1 | 10% | -20% | 1% | 5% | -5% | 0% | 3% | -6% | ? | ? | 1%
O=C(CSc1ncn(-c2ccccc2)n1)c1cccs1 | 7.6µM* | 13% | 12% | 1.4µM* | 2.8µM* | -13% | 0% | 5% | 0 | ? | -2%
CC(C)OC(=O)C(CC(=O)O)NCc1ccccc1 (stereo not given) | 7% | 6% | -12% | 2% | -3% | 8% | -9% | -1% | -3 | -7% | 5%
CCN(CC)C(=O)c1cc2c(=O)n3cccc(C)c3nc2n1C | -12% | -14% | -17% | 0% | 2% | 107%[activator] | 2% | -1% | 10 | ? | 0%
COC(=O)C(C)NC(=O)C1CCCN1C(=O)CNC(=O)OCc1ccccc1 (stereo not given) | -2% | -1% | 4% | -1% | -3% | -7% | 6% | 4% | 12 | 13% | ·
CC(C)C[C@H](NC(=O)N1CCn2c1nc1ccccc12)C(=O)NC1CC1 | 0% | -13% | 11% | ? | -2% | -6% | -4% | -4% | -29 | 14% | -3%
COc1ccc(N2C(=O)NC(NC(=O)c3cccnc3)(C(F)(F)F)C2=O)cc1 (stereo not given) | 0% | 4% | 0% | -5% | -13% | -1% | 2% | -1% | 6 | 2% | 2%
CCC(C)(C)NC(=O)C(Sc1ccccc1)c1ccccc1 (stereo not given) | 1% | 5% | 16% | 0% | -5% | -1% | -9% | 8% | -11 | 0% | -4%
CC(C)=CCC/C(C)=C/C=N/NC(=O)c1ccc([N+](=O)[O-])cc1 | 2% | 1% | 3.5µM* | -4% | -1% | 39%[activator] | 2.8µM* | -5% | -22 | 6% | -7%
CCOc1cc(C2/C(=C(/O)c3ccc(OC)cc3)C(=O)C(=O)N2CC2CCCO2)ccc1O (stereo not given) | 1% | · | -2% | 9% | -2% | · | -9% | -2% | 2 | 0% | -6%
O=C(O)Cc1c(-c2ccccc2)c2cc(Cl)ccc2[nH]c1=O | 0% | 5% | -3% | 3% | -3% | -6% | 4% | 3% | -3 | 7% | ·
COc1cc(C)c(S(=O)(=O)N2CCN(C)CC2)cc1C | 2%[2.3 µM] | -5% | -11% | -2% | 1% | 7% | 1% | 0% | -4 | -5% | 12%
CCOC(=O)c1c(C)[nH]c(N=Nc2ccc(OC)cc2)c1C | 7.6µM* | · | -40% | ? | 3.5µM* | 8% | -7% | -9% | -5 | ? | 1%
COc1cc2c(=O)c(-c3ccc(O)cc3)coc2cc1OC1OC(CO)C(O)C(O)C1O (stereo not given) | ? | -1% | -7% | 11% | 15% | -12% | 4% | -1% | -13 | ? | 0%
Nc1ccc(Cc2nc3c(ccc4ccccc43)[nH]2)cc1 | 13µM* | · | ? | 4µM* | 4µM* | -14% | -1% | 0% | -1 | 0% | -7%
CCOC(=O)c1c(NC(=O)COC(=O)C2CCC2)sc(C(=O)N(C)C)c1C | 3% | · | · | -6% | 1% | · | · | -5% | 13 | -17% | ·
CCN1C(=O)C(O)(CC(=O)/C=C/C=C/c2ccccc2)c2ccccc21 (stereo not given) | 5% | 14% | 9% | 8% | 3% | ? | -2% | -1% | 7 | 8% | 6%
CN1C(=O)C(C)(C)c2cc(S(=O)(=O)N3CCCC(C(=O)Nc4ccc(Cl)cc4)C3)ccc21 (stereo not given) | -2% | 20% | 32% | -4% | -2% | -1% | -5% | 4% | 5 | ? | 4%
O=C(O)c1nn(Cc2csc(-c3ccccc3)n2)c(=O)c2ccccc12 | -19% | ? | 1% | 6% | -1% | -10% | -19% | -13% | -1 | 24% | 0%
